# mHTT-CaM PPI inh: mutant huntingtin-calmodulin interaction inhibitors – biochemical, AlphaScreen, primary screen; 190,000 tested, 3.6% active; AlphaScreen His-mHTT/GST-CaM binding, luminescence; P42858; AID 1671202, 2021; inhibition, % at 15 µM;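 also: 0% = both proteins with DMSO and 100% = one protein alone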
# Pf apPOL block: Pf-apPOL inhibitors, biochemical, fluorescence | Recombinant Pf-apPOL, molecular beacon fluorescence, 1.5 h | inhibition, % at 10 µM | 210,000 tested, 0.25% active
# The depositor's hits bear a star; i = inactive; nt = not tested or not shown; & = joins results of further samples. Rule as the data show it: active = inhibition above about 50%; inactive = the rest.
SMILES,mHTT-CaM PPI inh,Pf apPOL block
Cc1cc(C)cc(NS(=O)(=O)c2ccc(F)cc2)c1,-14.7,1.0
COc1ccc(CCNC(=O)Cc2ccc(OC)c(OC)c2)cc1OC,nt,-2.2
CCn1ccc2oc(C)c(C(=O)N3CCCCCC3)c2c1=O,-9.3,-4.6
CC1CN(C(=O)c2ccsc2)CC1c1nc(-c2ccncc2)no1 (centres undefined),-2.3,-7.3
Cc1ccc2nc3c(cc(C(=O)NCc4ccccc4)c(=N)n3Cc3ccco3)c(=O)n2c1,37.0,0.4
CC(=O)NC1C(Oc2ccccc2C(=O)O)OC(COC(C)=O)C(OC(C)=O)C1OC(C)=O (centres undefined),-0.9,-2.3
COc1ccccc1-n1nnc(C(=O)Nc2ccc(S(N)(=O)=O)cc2)c1C,-2.0,5.0
O=C(NCCN1CCCC1)c1cc(-c2cccnc2)nc2ccccc12,-5.0,-30.5
O=C(O)CCCC(=O)N1N=C(c2ccc(Br)cc2)CC1c1ccco1 (centres undefined),22.0,-2.5
Cc1ccc(N2CCC(NC(=O)Nc3ccccc3C)C2=O)cc1C (centres undefined),-8.3,-2.2
O=C(NC1CS(=O)(=O)CC1NCc1ccco1)c1ccccc1 (centres undefined),3.6,-6.6
COc1cccc(CNC(=O)c2cc3c(=O)n(C)ccc3n2C)c1,4.2,-1.6
O=[N+]([O-])c1cccc(C2SCCN2S(=O)(=O)c2ccc(F)cc2)c1 (centres undefined),0.0,-3.0
COc1ccc(OC)c(C(=O)C=Cc2ccccc2C(=O)O)c1,-2.3,-13.2
CC(=O)c1cccc(-c2ccc(C=C3C(=O)OC(C)(C)OC3=O)o2)c1,23.0,-4.7
Fc1ccc(C2=CSC3=NCCN23)cc1,15.1,-3.1
COc1ccc(/C=C2\N=C(c3ccc(OC)c(Br)c3)OC2=O)c(OC)c1,7.0,-1.8
Cc1cccc(CS(=O)(=O)Cc2ccc(C(=O)NC3CCCC(C)C3C)o2)c1 (centres undefined),3.0,-16.4
O=C(Nc1cnc2ccccn2c1=O)c1cccs1,-0.5,-9.9
COc1ccc(C2CCN(S(=O)(=O)c3cccc(C(F)(F)F)c3)C2)cc1 (centres undefined),-84.5,-1.8
CC1=CC(C)(C)N(C(=O)CN2C(=O)c3ccccc3C2=O)c2ccccc21,-3.0&-1.1,-3.7&-1.5
CC1CN(C(=O)Cc2ccc(F)cc2)CC(C)O1 (centres undefined),-1.6,-6.4
O=C(N/C(=C/c1ccc2c(c1)OCO2)C(=O)N1CCOCC1)c1cccs1,5.3,-0.1
CN(CCO)C(=O)c1cccc2c1-c1ccccc1C2=O,-6.0,6.8
Cc1cccc(S(=O)(=O)N2CC3CN(C(=O)C4CCCCC4)CC(C2)O3)c1,-1.1,-4.2
Cc1nc2ccc(N=Cc3ccc(Br)cc3)cc2s1,-2.0,1.4
O=C(c1cccc(OCC2CCCN(C(=O)c3cccc(F)c3)C2)c1)N1CCCCC1 (centres undefined),2.8,-4.6
CCCCOc1ccc(S(=O)(=O)Nc2cc(OC)ccc2OC)cc1,-2.5,-3.5
O=C(c1ccoc1)N1CCC(Oc2cc(N3CCCCC3)ncn2)C1 (centres undefined),1.1,-1.5
O=C(O)CN(c1ccccc1)S(=O)(=O)c1ccc(Cl)c(Cl)c1,5.3,4.0
COc1ccc(CCNC(=O)CCC(=O)N2CC3CCCN3c3ccccc32)cc1OC (centres undefined),26.3,-4.9
CCSc1nc(O)cc(=O)n1-c1ccccc1OC,5.4,-3.1
C=CCNC(=O)C1CCN(c2cc(C)cc(C)c2)C1=O (centres undefined),-6.6,-1.6
C=C1C[C@@]23CC[C@H]4[C@@](C)(CCC[C@@]4(C)C(=O)OC4OC(CO)C(O)C(O)C4O)[C@@H]2CC[C@]1(OC1OC(CO)C(O)C(O)C1OC1OC(CO)C(O)C(O)C1O)C3 (some centres undefined),nt,-3.4
Cc1ccc(C2=Nn3c(nnc3C(F)(F)F)SC2)cc1,-5.6,nt
CCOc1ccc(NC(=O)Nc2nnc(C(C)c3ccccc3)s2)cc1 (centres undefined),-4.5,-51.3
Cn1sc(=O)c2cc(S(=O)(=O)Oc3ccc(C(C)(C)C)cc3)ccc21,nt,-26.3
CN1CCN(CCCNc2c([N+](=O)[O-])c(=O)oc3ccccc23)CC1,2.0,-2.3
Cc1onc(-c2ccccc2Cl)c1C(=O)Nc1ccccc1CC1c2ccccc2CCN1C (centres undefined),nt,0.2
COc1cc(S(=O)(=O)Nc2cccc(C(=O)O)c2)c(OC)cc1C,-12.0,-7.1
O=C(Nc1nc2c(s1)CCc1ccccc1-2)c1cc(Cl)ccc1[N+](=O)[O-],6.0,-2.8
CC(=O)c1ccc(N2CCN(CC(=O)Nc3ccc4c(c3)OCCO4)CC2)cc1,nt,-12.7
Cc1ccc(S(=O)(=O)N2CCc3nc(NC(=O)c4c(F)cccc4F)sc3C2)cc1,7.4,-9.2
CN(CCO)c1nc2c(c(=O)n(Cc3ccc(Cl)cc3)c(=O)n2C)n1C,4.0,-0.9
COC(=O)c1ccc(NC(=O)Cc2csc(SCc3ccc(F)cc3)n2)cc1,-9.7,12.8
COC(=O)C(NC(=O)N1CCCn2nc(-c3cccs3)cc2C1)c1ccccc1 (centres undefined),6.3,-3.4
Cc1ccc(COCc2nn(C)c3c2CN(C(=O)COc2ccccc2)CC3)cc1,18.9,-6.5
O=c1[nH]c2ccccc2c(-c2ccccc2)c1Sc1ncn[nH]1,4.0,0.7
COc1ccccc1/C=C1N=C(/C=C/c2ccc(Cl)cc2)OC/1=O,4.0,-1.8
O=C(NCc1ccc2c(c1)OCO2)c1cc2c(s1)CCN(C(=O)c1ccc(F)cc1)C2,1.8,-7.2
# Carrying on.
SMILES,mHTT-CaM PPI inh,Pf apPOL block
COc1ccc(Oc2c(C(F)(F)F)oc3cc(OC(C)=O)ccc3c2=O)cc1,16.1,-5.8
O=C1CC(N2C(=O)c3ccccc3C2=O)C2COC1O2 (centres undefined),2.0,-2.1
O=C(NCc1ccccn1)C1CN(C(=O)c2ccccc2)CC1c1cccc(F)c1 (centres undefined),2.7,2.4
O=C(Nc1ccc2snnc2c1)N1CCN(c2ccccn2)CC1,1.8,-1.7
C=CCNc1nc(Cl)nc(N(CCC)CCC)n1,-10.0,-5.0
Cc1ccc(Cl)cc1N1CCN(C(=O)c2ccc3c(c2)OCO3)C(C)C1=O (centres undefined),7.9,-2.6
CC1C(=O)C2(CCCCC2)C(=O)OC1c1ccc(Cl)cc1 (centres undefined),-7.0,-9.9
Cc1cc(C)nc(Nc2nc(CC(=O)Nc3ccc(OC(F)(F)F)cc3)cs2)n1,-1.9,7.6
CC(=O)c1ccc(NC(=O)/C(=C/c2cccc([N+](=O)[O-])c2)NC(=O)c2ccco2)cc1,20.9,-5.8
O=C(COc1ccc(Cl)cc1)Nc1ccccc1C(=O)N1CCCC1,0.6,-5.7

# Entries of single compounds, quoted from the list:
# O=C(Nc1ccc2snnc2c1)N1CCN(c2ccccn2)CC1 across the screens: mHTT-CaM PPI inh = 1.8; Pf apPOL block = -1.7
# O=C(NCc1ccccn1)C1CN(C(=O)c2ccccc2)CC1c1cccc(F)c1 (centres undefined) across the screens: mHTT-CaM PPI inh = 2.7; Pf apPOL block = 2.4

# Next section
SMILES,mHTT-CaM PPI inh,Pf apPOL block
Cc1ccc(-c2c[n+]3c(n2-c2ccccc2)CCC3)cc1,-7.9,-32.5
Cc1ccc2cc(CCC(=O)N3CCOCC3)c(=O)[nH]c2c1,-7.9,-2.2
CCOc1ccccc1C(=O)Nc1sc2c(c1C#N)CCCC2,2.7,8.3
CC(C)CC(=O)N1CCc2cn(CC(C)C)c3cccc(c23)C1,41.3,-0.7
CN(C)CC1CN(C(=O)c2ccoc2)CC12CCOCC2 (centres undefined),-8.8,-9.1
Cn1c(SCC(=O)Nc2ccccc2)nc2ccccc21,-9.3,-3.3
O=[N+]([O-])c1cccc(NCc2ccccc2)c1,-39.7&-11.3,5.2&-5.1
Cn1c(CNC(=O)C2CCC2)nc2c1CN(C(=O)c1ccc(Cl)s1)CC2,10.3,-3.9
Cc1cc(C)cc(NC(=O)CSC2=NN3CCCC(=O)N=C3S2)c1,7.0,-0.3
N#C/C(=C\c1ccc([N+](=O)[O-])cc1)c1nc(C2CC2)cs1,3.7,55.4*
CCCCOc1ccc(-c2ncc(O)cn2)cc1,0.0,-13.0
O=C(CN1CCN(CC(=O)c2ccco2)CC1)Nc1ccc2c(c1)OCCO2,7.6,-1.9
O=[N+]([O-])c1ccccc1S(=O)(=O)NCc1ccc(Cl)cc1,7.6,-8.2
CCOC(=O)N1CCN(C(=O)Nc2ccc3nc(C)c(C)nc3c2)CC1,-2.7,0.8
O=C(c1ccc(CN(c2ccccc2)S(=O)(=O)c2ccccc2)cc1)N1CCOCC1,21.4,-16.6
CC1CN(S(=O)(=O)c2ccc(C(=O)Nc3nnc(-c4ccccc4Cl)o3)cc2)CC(C)O1 (centres undefined),11.0,-20.6
O=c1cc(-c2cc3cc(Cl)ccc3oc2=O)c2ccc(O)c(CN3CCN(CCO)CC3)c2o1,5.3,1.2
Cc1[nH]nc(NC(=O)c2cnccn2)c1-c1cccc(Cl)c1,0.9,-1.9
O=C(CN1C2=NCCCN2c2ccccc21)c1ccco1,-2.0,-2.3
COc1ccc(S(=O)(=O)Nc2cccc(C)c2C)cc1Br,-13.3,1.8

# 17 neighbouring records already listed, quoted:
SMILES,mHTT-CaM PPI inh,Pf apPOL block
CC(C)CC(=O)N1CCc2cn(CC(C)C)c3cccc(c23)C1,41.3,-0.7
CN(C)CC1CN(C(=O)c2ccoc2)CC12CCOCC2 (centres undefined),-8.8,-9.1
Cn1c(SCC(=O)Nc2ccccc2)nc2ccccc21,-9.3,-3.3
O=[N+]([O-])c1cccc(NCc2ccccc2)c1,-39.7&-11.3,5.2&-5.1
Cn1c(CNC(=O)C2CCC2)nc2c1CN(C(=O)c1ccc(Cl)s1)CC2,10.3,-3.9
Cc1cc(C)cc(NC(=O)CSC2=NN3CCCC(=O)N=C3S2)c1,7.0,-0.3
N#C/C(=C\c1ccc([N+](=O)[O-])cc1)c1nc(C2CC2)cs1,3.7,55.4*
CCCCOc1ccc(-c2ncc(O)cn2)cc1,0.0,-13.0
O=C(CN1CCN(CC(=O)c2ccco2)CC1)Nc1ccc2c(c1)OCCO2,7.6,-1.9
O=[N+]([O-])c1ccccc1S(=O)(=O)NCc1ccc(Cl)cc1,7.6,-8.2
CCOC(=O)N1CCN(C(=O)Nc2ccc3nc(C)c(C)nc3c2)CC1,-2.7,0.8
O=C(c1ccc(CN(c2ccccc2)S(=O)(=O)c2ccccc2)cc1)N1CCOCC1,21.4,-16.6
CC1CN(S(=O)(=O)c2ccc(C(=O)Nc3nnc(-c4ccccc4Cl)o3)cc2)CC(C)O1 (centres undefined),11.0,-20.6
O=c1cc(-c2cc3cc(Cl)ccc3oc2=O)c2ccc(O)c(CN3CCN(CCO)CC3)c2o1,5.3,1.2
Cc1[nH]nc(NC(=O)c2cnccn2)c1-c1cccc(Cl)c1,0.9,-1.9
O=C(CN1C2=NCCCN2c2ccccc21)c1ccco1,-2.0,-2.3
COc1ccc(S(=O)(=O)Nc2cccc(C)c2C)cc1Br,-13.3,1.8

# Following part:
SMILES,mHTT-CaM PPI inh,Pf apPOL block
CCN(CC)S(=O)(=O)c1ccc2[nH]cc(C(=O)NCc3ccc(F)cc3)c(=O)c2c1,4.0,-7.1
CCC1=Nc2cc(C(=O)NCCN3CCOCC3)ccc2Sc2ccc(C)cc21,41.0,-22.5
O=C(NC1CC2CC1CN2C(=O)c1ccc(F)c(Cl)c1)c1ccccc1 (centres undefined),22.8,-4.1
COc1ccc(C2=C/C(=C\c3cccs3)C(=O)O2)cc1,7.0,-12.0
CN=C1NC(=O)C(CC(=O)Nc2ccc(C)cc2)S1 (centres undefined),5.0,-1.5
O=C(c1ccc([N+](=O)[O-])cc1)N1CCSC1c1ccccc1Cl (centres undefined),14.0,1.0
O=C(NCc1ccc(Cl)cc1)C1CCN(c2cncnc2N2CCOCC2)CC1,6.9,-0.8
COc1cccc(C(=O)Nc2c3c(nn2C(C)(C)C)CS(=O)C3)c1OC (centres undefined),-2.0,0.4
O=C1NC2(CCN(Cc3cccc(F)c3)CC2)N=C1c1ccccc1,6.9,8.8
O=C1CC(c2cccs2)Cc2c1cnn2-c1ccc(F)cc1 (centres undefined),-7.7,-2.3
NS(=O)(=O)c1ccc(Oc2c(Cl)cccc2Cl)c([N+](=O)[O-])c1,nt,-0.2
NC(=O)c1ccc(C(=O)c2ccc([N+](=O)[O-])cc2)cc1,4.8,-3.7
CCCC(=O)Nc1ccccc1NC(=O)c1ccc(F)cc1,2.2,-2.6
CCCCOC(=O)CCN1C(=O)C(=Cc2ccc(OC)cc2)SC1=S,12.4,-0.2
O=C(Nc1cccc(F)c1)C1CCCN(S(=O)(=O)c2ccc(Br)s2)C1 (centres undefined),-4.0,5.6
O=C(NCc1cccnc1)c1cn(-c2cccc(F)c2)nn1,2.4,2.2
COc1ccc(-c2c(C(F)(F)F)oc3c(CN4CCN(C)CC4)c(O)ccc3c2=O)cc1OC,1.0,-2.1
COc1cc(OC)c(OC)cc1C=C1Oc2c(ccc(O)c2CN(C)C)C1=O,5.2,-0.9
COCCn1c(=N)c(C(=O)NCc2ccccc2)cc2c(=O)n3ccccc3nc21,-2.0,4.2
O=C(c1ccc(Cl)c(Cl)c1)N1CCN(c2ccc([N+](=O)[O-])c(N3CCCCC3)c2)CC1,10.8,-3.6
N#Cc1cc2c(=O)n3ccccc3nc2n(CCCN2CCOCC2)c1=N,-2.0,0.9
COc1cccc(N2C(=O)C(O)=C(C(C)=O)C2c2ccc(Br)cc2)c1 (centres undefined),29.1,-34.5
c1nc(SCc2ccc3c(c2)OCO3)c2[nH]cnc2n1,-1.0&-2.0,8.8&5.1
COc1ccc(NS(=O)(=O)c2ccc(S(=O)(=O)c3ncc(C(F)(F)F)cc3Cl)s2)cc1,nt,-9.7
Cc1ccc(N2C(=O)c3cccnc3C2CC(=O)N2CCCC(C)C2)cc1 (centres undefined),-3.8,-3.3
CCN(CC)c1ncc2c(n1)CCC(C(=O)NCc1ccccc1F)C2 (centres undefined),-11.8,-1.7
N/C(=N\OC(=O)c1ccc2nsnc2c1)c1ncon1,i,-4.9
CCOc1ccc(N2C(=O)CSC2c2cccc(Cl)c2Cl)cc1 (centres undefined),8.0,14.3
COc1ccccc1Oc1coc2c3c(ccc2c1=O)OCN(C1CCS(=O)(=O)C1)C3 (centres undefined),4.8,-5.1
